Screening results (PubChem BioAssay)
NCI-60 one-dose screen, 48 h, at 10 µM unless noted. Numbers give growth in % (100 = growth as untreated, 0 = no growth, -100 = all killed).
NCI-H460 – NCI-H460 lung cancer. AID 1794736. 82,000 compounds, 6.8% hits
NCI-H522 – NCI-H522 lung cancer. AID 1794739. 78,000 compounds, 8% hits
COLO 205 – COLO 205 colon cancer. 79,000 compounds, 7.3% hits. AID 1794742
NCI-H226 – NCI-H226 lung cancer | 79,000 compounds, 3.5% hits | AID 1794732
NCI-H322M – NCI-H322M lung cancer | 80,000 compounds, 2.7% hits
NCI-H23 – NCI-H23 lung cancer. 80,000 compounds, 4% hits
SK-OV-3 – SK-OV-3 ovarian cancer cells. 80,000 compounds, 3.2% hits
IGROV1 – IGROV1 ovarian cancer; AID 1794786; 79,000 compounds, 4.7% hits
NCI/ADR-RES – NCI/ADR-RES ovarian cells. 81,000 compounds, 4.4% hits. AID 1794790
* marks the source's active call; other numbers are inactive results; · = not tested or not shown; & = joins results of further samples. How the source made its calls: active means growth percent below 10; inactive means the rest.

no. | smiles | NCI-H460 | NCI-H522 | COLO 205 | NCI-H226 | NCI-H322M
1 | CC(=O)CC(=O)Nc1ccc(C)cc1 | 110 | 96 | 117 | 104 | 111
2 | COC(=O)c1ccc2c(c1)NC(=O)[C@H]1CCCN21 | 106 | 47 | 122 | 101 | 100
3 | Cn1ccnc1[C@@H]1C[C@@H]2C(=O)N(c3ccccc3)C(=O)[C@@H]2c2c1n(C)c1ccccc21 | 102 | 94 | 106 | 89 | 97
4 | N=C(c1ccccc1)c1ccccc1C(=O)c1ccccc1 | 111 | 86 | · | 86 | 84
5 | S=C(S)Nc1ccccc1 | 124&100 | 95&91 | 101&96 | 104&105 | 98&101
6 | Cn1cc(-c2noc(C(=O)c3cn(C)c4ncc(Br)cc34)n2)c2cc(F)ccc21 | 99 | 70 | 100 | 97 | 90
7 | O=C(O)CCCCc1ccc([N+](=O)[O-])cc1 | 120&96 | 103&92 | 113&115 | 108&120 | 97&112
8 | C=CCSc1nnc(-c2ccc3nc(-c4ccc(OC)cc4)[nH]c3c2)o1 | 108 | 92 | 118 | 101 | 112
9 | Cc1cc(CN(C)C)c(O)c(C(=O)O)c1 | 104 | 100 | 115 | 96 | ·
10 | Cc1c(C)c2c(c(C)c1NC(=O)CCCCCCC(=O)O)CCC(C)(CCCC(C)CCCC(C)CCCC(C)C)O2 (centres undefined) | 70 | 52 | 98 | 95 | 92
11 | CCCCN=C(C)CC(=O)CC(=O)c1ccccc1 | 90 | 62 | 89 | 75 | 90
12 | CC(=O)Nc1ccc(O)c(O)c1 | 112 | 115 | 122 | 102 | 91
13 | COc1ccc(Oc2nc(Nc3ccc(N4CCOCC4)cc3)ncc2NC(=O)c2cc(OC)cc(OC)c2)cc1 | 95 | 58 | 64 | 71 | 97
14 | O=C1c2ccccc2NC(c2cn(-c3ccccc3)nc2-c2cccs2)N1Cc1ccccc1 (centres undefined) | 95 | 72 | 94 | 96 | 85
15 | O=C(Nc1cccc(-c2nc(-c3ccc(NC(=O)c4cccnc4)cc3Cl)no2)c1)Nc1ccc(NC(=O)C2CC2)c(C(F)(F)F)c1 | -78* | -44* | -55* | -56* | -31*

no. | NCI-H23 | SK-OV-3 | IGROV1 | NCI/ADR-RES
1 | 108 | 109 | 97 | 107
2 | 91 | 104 | 86 | 85
3 | 99 | 105 | 101 | 102
4 | 90 | 110 | 96 | 95
5 | 99&92 | 100&99 | 116&119 | 102&96
6 | 87 | · | 68 | 81
7 | 101&100 | 106&109 | 96&98 | 107&101
8 | 98 | 116 | 122 | 89
9 | 100 | 109 | 104 | 101
10 | 86 | 99 | 90 | 77
11 | 66 | 96 | 72 | 100
12 | 102 | 108 | · | 109
13 | 101 | 102 | 84 | 82
14 | 74 | 84 | 69 | 73
15 | -69* | -48* | -55* | 64

Later entries:
no. | smiles | NCI-H460 | NCI-H522 | COLO 205 | NCI-H226 | NCI-H322M
16 | Cc1cc(N=Nc2nccs2)c(O)cc1O | 33 | 77 | 26 | 91 | 64
17 | c1ccc(-n2c3ccccc3c3ccccc32)cc1 | 110 | · | 110 | 112 | 114
18 | O=c1c2cc3c(=O)n(O)c(=O)c3cc2c(=O)n1O | 103 | 100 | 111 | 93 | 108
19 | CC(=O)N1N=C(c2sc(Nc3ccccn3)nc2C)CC1c1ccccc1F (centres undefined) | 31 | 46 | 46 | 53 | 86
20 | Clc1cccc(Cc2cn3cc(-c4ccccc4)nc3s2)c1 | 16 | 46 | -37* | 73 | 64
21 | COCCN(CCOC)/N=N/c1nc[nH]c1C(N)=O | 109 | 100 | 126 | 89 | 111
22 | O=c1[nH]c2nc(-c3ccc(Cl)cc3)cc(-c3ccc(Cl)cc3)c2s1 | 86 | 41 | 109 | 68 | 85
23 | Cc1[nH]nc2ncnc(N)c12 | 106 | 93 | 101 | 88 | 99
24 | Nc1ccc(N=Nc2ccccc2Cl)c(N)n1 | 99 | 82 | 140 | 69 | 97
25 | CC1(C)C(N)=Nc2cc(OCCCN3Cc4ccc(OCCc5cn(CC(=O)N6CCC(CCN7CCCC7)CC6)nn5)cc4C3)c(OCC3CC3)cc21 | 105 | 101 | 108 | 108 | 102
26 | Cc1ccc(/C=C(\C#N)n2nc3cc(F)c(F)cc3n2)cc1 | 95 | 81 | · | 93 | 97
27 | COc1ccc(C2=Nc3c(N)ncnc3NC(c3cccc(Nc4ccnc5cc(C(F)(F)F)ccc45)c3)C2)cc1 (centres undefined) | 71 | 70 | 62 | 64 | 81
28 | CCC(C)Sc1nc(N)nc2c1ncn2C1OC(CO)C(O)C1O (centres undefined) | 111 | 132 | 129 | 119 | 112
29 | O=C1NC(O)(c2ccccc2)c2ccccc21 (centres undefined) | 116 | 88 | 101 | 86 | 96
30 | Cc1ccc(S(=O)(=O)C/C(=N\Nc2ccc(S(N)(=O)=O)cc2)c2cc3cc(Br)ccc3o2)cc1 | 101 | 95 | · | · | 102

no. | NCI-H23 | SK-OV-3 | IGROV1 | NCI/ADR-RES
16 | 71 | 76 | 61 | 19
17 | 104 | 100 | · | 109
18 | 102 | 113 | 115 | 111
19 | 79 | 85 | 62 | 51
20 | 63 | 94 | 65 | 60
21 | 105 | 90 | 116 | 106
22 | 82 | 90 | 74 | 89
23 | 94 | 98 | 102 | 84
24 | 92 | 109 | 91 | 85
25 | 98 | 105 | 101 | 103
26 | 102 | 94 | 107 | 100
27 | 70 | 69 | 66 | 65
28 | 96 | 132 | 125 | 104
29 | 112 | 97 | 92 | 109
30 | 102 | · | 104 | 106

The closing 4 compounds of the section above are carried over, then new ones follow.
no. | smiles | NCI-H460 | NCI-H522 | COLO 205 | NCI-H226 | NCI-H322M
27 | COc1ccc(C2=Nc3c(N)ncnc3NC(c3cccc(Nc4ccnc5cc(C(F)(F)F)ccc45)c3)C2)cc1 (centres undefined) | 71 | 70 | 62 | 64 | 81
28 | CCC(C)Sc1nc(N)nc2c1ncn2C1OC(CO)C(O)C1O (centres undefined) | 111 | 132 | 129 | 119 | 112
29 | O=C1NC(O)(c2ccccc2)c2ccccc21 (centres undefined) | 116 | 88 | 101 | 86 | 96
30 | Cc1ccc(S(=O)(=O)C/C(=N\Nc2ccc(S(N)(=O)=O)cc2)c2cc3cc(Br)ccc3o2)cc1 | 101 | 95 | · | · | 102
31 | C=CCOC(=O)/C=C\c1ccccc1OC | 107 | 98 | 100 | 96 | 100
32 | CC(C)(C)CC(C)(C)NC(=O)Nc1ncccc1OCc1ccccc1 | 106 | 71 | 105 | 92 | 86
33 | CN(C)CCCOc1c2ccc(Cl)cc2nc2c1oc1ccc(Cl)cc12 | -74* | 21 | -11* | 1.2* | 19
34 | CC1CCC2C(C)(C)C3CC12CC1OC13C (centres undefined) | 100 | 92 | 109 | 99 | 117
35 | CCC(CC)(CC)c1cc([N+](=O)[O-])c(C)c([N+](=O)[O-])c1OC | 99 | 90 | 112 | 91 | 107
36 | CN(C)Cc1cc(C(C)(C)C)cc(N2CCOCC2)c1O | 115 | · | 103 | 92 | 101
37 | CNC(=O)c1cc(-n2ccc3cc(NS(=O)(=O)c4ccc(Cl)c(C(F)(F)F)c4)ccc32)ccn1 | 96 | 80 | 102 | 88 | 96
38 | CCCCCCCCCCCCCCCCNC(=S)N/N=C/c1cccc([N+](=O)[O-])c1 | 106 | · | 111 | 95 | 95
39 | COc1cc(OC)c2c3nc4cc(C)c(C)cc4nc3n(CCN(C)C)c2c1 | 54 | 56 | 48 | 72 | 73
40 | COc1ncnc2c(CN3CCN(Cc4ccccc4)CC3)c[nH]c12 | 99 | 108 | 99 | 93 | 100
41 | CC1(C)O[C@@H]2C[C@H]3[C@@H]4CC=C5C[C@@H](O)CC[C@]5(C)[C@H]4CC[C@]3(C)[C@]2(C(=O)CO)O1 | 114 | 101 | 111 | 98 | 125
42 | CCC(=O)OC1=C(C)SC2=NC(c3ccc(N)cc3)=CC(c3ccc(OC)cc3)N21 (centres undefined) | 105 | 73 | 101 | 95 | 94
43 | C/C(=N\N)c1nnn(-c2ccc(Cl)cc2)c1C | 104 | 95 | 120 | 99 | 98
44 | CC(C)CSc1nc(NCCc2c[nH]c3ccccc23)c(C#N)c(-c2ccccc2)n1 | 13 | 68 | 50 | 51 | 81
45 | Cc1ccc(NC(=O)NC2OC(=O)c3ccccc32)cc1 (centres undefined) | 108 | · | 104 | 98 | 105

no. | NCI-H23 | SK-OV-3 | IGROV1 | NCI/ADR-RES
27 | 70 | 69 | 66 | 65
28 | 96 | 132 | 125 | 104
29 | 112 | 97 | 92 | 109
30 | 102 | · | 104 | 106
31 | 105 | 102 | 110 | 106
32 | 86 | 104 | 94 | 86
33 | · | 41 | 6.9* | -21*
34 | 107 | 103 | 114 | 107
35 | 99 | 101 | 103 | 100
36 | 105 | 96 | 119 | 109
37 | 85 | 93 | 94 | 83
38 | 106 | 110 | 108 | 114
39 | 67 | 103 | 55 | 3.3*
40 | 104 | 100 | 110 | ·
41 | 101 | 103 | 149 | 119
42 | 95 | 104 | 94 | 98
43 | 107 | 110 | 105 | 106
44 | 77 | 87 | 104 | 54
45 | 103 | 100 | 93 | 101

Next section.
no. | smiles | NCI-H460 | NCI-H522 | COLO 205 | NCI-H226 | NCI-H322M
46 | NC(=O)N1N=C(c2ccccc2)CC1c1cn(-c2ccccc2)nc1-c1ccccc1 (centres undefined) | 102 | 83 | 103 | 94 | 101
47 | Cc1nc2c3c(-c4ccccc4)c(-c4ccccc4)oc3ncn2n1 | 98 | 81 | 110 | 92 | 102
48 | COc1cc(-c2cnc3nonc3n2)c(OC)c2c1OCO2 | 102 | 79 | 113 | 96 | 91
49 | N#Cc1ccc(OC(=O)Nc2c(Br)cc(Br)cc2Br)cc1 | 107 | 95 | 106 | 97 | 94
50 | O=[N+]([O-])c1c(S(=O)(=O)O)cc2cc(S(=O)(=O)O)ccc2c1[N+](=O)[O-] | 105 | 86 | 117 | 108 | 93
51 | COc1ccccc1NC(=O)c1ccccc1C | 97 | 106 | 110 | 103 | 100
52 | CC1=NN(c2ccccc2)C(=O)C1N=Nc1ccccc1O (centres undefined) | 105 | 96 | 116 | 108 | 95
53 | Cc1ccc(-c2cc3c(cc2O)C2CCCCC2(N2CCOCC2)O3)cc1 (centres undefined) | 103 | 83 | 113 | 108 | 101
54 | COc1cc(/C=N/NC(=O)COc2ccc(NC(=O)Nc3ccc(Cl)cc3)cc2)cc(OC)c1OC | 105 | 97 | 110 | 107 | 100
55 | Cc1nc(Nc2ccc(F)cc2)nc(Nc2ccc(F)cc2)c1[N+](=O)[O-] | 74 | 84 | 108 | 75 | 84
56 | CCOC(=O)C=C1C=CN(CC(=O)c2ccc(Br)cc2)C=C1 | 111 | 82 | 118 | 98 | 108
57 | N/C(=N\C(N)=N\c1nc2ccccc2s1)c1ccc(Cl)cc1 | 53 | 81 | 104 | 78 | 88
58 | CN1CN(C)CN(C)C1 | 106 | · | 97 | 97 | 101
59 | COc1cc2oc(-c3cccc(NC(=O)CN)c3)cc(=O)c2c(OC)c1OC | 104 | 100 | 112 | 93 | 100
60 | CCCCC(=O)OCCCc1ccccc1 | 104 | 66 | 96 | 96 | 104

no. | NCI-H23 | SK-OV-3 | IGROV1 | NCI/ADR-RES
46 | 95 | 87 | 66 | 92
47 | 93 | 93 | 95 | 94
48 | 95 | 105 | 83 | 99
49 | 105 | 97 | 99 | 102
50 | 91 | 122 | 103 | 102
51 | 88 | 106 | 111 | 94
52 | 98 | 109 | 99 | 100
53 | 95 | 104 | 104 | 99
54 | 103 | 99 | 113 | 106
55 | 62 | 85 | 98 | 70
56 | 101 | 99 | 108 | 103
57 | 75 | 110 | 92 | 80
58 | 97 | 95 | 102 | 96
59 | 101 | 119 | 106 | 104
60 | 105 | 80 | 104 | 118

Later entries:
no. | smiles | NCI-H460 | NCI-H522 | COLO 205 | NCI-H226 | NCI-H322M
61 | CC(=O)Nc1c(Cl)cc(Cl)c2c1Cc1cc(Cl)ccc1-2 | 66 | 85 | 73 | 105 | 90
62 | CCC/C=C/C=N/N1C(=S)N(Cc2ccccc2)[C@]23OC(N)=C(C#N)[C@]12C(=O)c1ccccc13 | 77 | 57 | 93 | 63 | 84
63 | CCCCCCNC(=O)Oc1ccc(/C(=C(\C)c2ccccc2)c2ccc(OCCN3CCCCC3)cc2)cc1 | 41 | 72 | 5.7* | 94 | 80
64 | CCC(C)(O)C#CC(C)(O)CC (centres undefined) | 107 | 95 | 111 | 101 | 105
65 | c1ccc(CCCCc2ccc3ccccc3n2)cc1 | 105 | 75 | · | 95 | 100
66 | O=C(CCc1nnc(SCc2ccccc2)s1)c1nc2ccccc2[nH]1 | 105 | 84 | 117 | 102 | 93
67 | CC(=O)OC1C=CC(OC(C)=O)O1 (centres undefined) | 96 | 79 | 97 | 80 | 101
68 | COc1ccc(CCNC(=O)c2ccc(Cl)c(Cl)c2)cc1OC | 100 | · | 119 | 94 | 94
69 | CN1CCc2c(c3ccccc3n2Cc2ccccc2)C1 | 105 | 107 | 98 | 98 | 82
70 | CN1CCN(c2ccc(/C=N/NC(=O)c3cnc4n(c3=O)CCCCC4)cc2)CC1 | 111 | 96 | 122 | 101 | 102
71 | COc1cc(Nc2cc(O)c3c(=O)cc(-c4ccccc4)oc3c2)cc(OC)c1OC | 81 | 91 | 109 | 113 | 100

no. | NCI-H23 | SK-OV-3 | IGROV1 | NCI/ADR-RES
61 | 87 | 107 | 87 | 90
62 | 79 | 81 | 81 | 81
63 | 69 | 72 | 64 | 63
64 | 106 | 85 | 112 | 106
65 | 102 | · | 100 | 102
66 | 96 | 103 | 103 | 87
67 | 89 | 92 | 90 | 99
68 | 106 | 105 | 101 | 106
69 | 102 | 103 | 89 | 84
70 | 98 | 115 | 117 | 99
71 | 84 | 110 | 101 | 91
